TAAR1 antagonist: antagonists of human TAAR1; inhibition, % at 3 µM; CHO RD-HGA16 TAAR1, Fluo-8 calcium fluorescence, antagonist; Q96RJ0; actives 1.5% (n = 360,000);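 active = inhibition above a per-plate cutoff, the mean inhibition of test compounds on that plate plus 3 SD, cut at about 49% in these data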;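 note: 0% = DMSO plus EC80 beta-PEA response and 100% = DMSO alone without agonist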
Target sequence (Q96RJ0 whole entry, looked up): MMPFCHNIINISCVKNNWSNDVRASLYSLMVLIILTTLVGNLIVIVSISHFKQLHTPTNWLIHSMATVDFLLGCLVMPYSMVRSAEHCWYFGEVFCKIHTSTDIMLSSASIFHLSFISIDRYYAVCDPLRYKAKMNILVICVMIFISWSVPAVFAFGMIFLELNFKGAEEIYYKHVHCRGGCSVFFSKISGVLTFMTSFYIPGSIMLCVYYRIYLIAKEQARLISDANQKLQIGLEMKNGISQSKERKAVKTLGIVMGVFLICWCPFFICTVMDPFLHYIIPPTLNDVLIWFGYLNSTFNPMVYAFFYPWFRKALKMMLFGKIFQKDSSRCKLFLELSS
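Material: RD-HGA16 CHO cells with stable hTAAR1 and Gα16; Dosing: single nominal final test compound concentration of 3 µM; Schedule: seeding 17-24 h prior, 75-min 37 °C, 30-min RT dye loading; Detection: kinetic Fluo-8 calcium fluorescence measurement; Measure: % inhibition from peak post-agonist over basal fluorescence ratio; Benchmarks: vehicle and agonist controls.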
M5 ag: agonists of human muscarinic M5 receptor (CHRM5); P08912; CHO-K1 hM5 cells, Fluo-8 calcium fluorescence; 0% DMSO wells, 100% maximal acetylcholine response; activation, % at 3 µM; actives 0.19% (n = 360,000); AID 624037;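 active = activation above the run's mean over test compounds plus 3 SD, cut at about 23% in these data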;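 note: signal is peak over basal fluorescence ratio across the kinetic read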
Target sequence (P08912 whole entry, looked up): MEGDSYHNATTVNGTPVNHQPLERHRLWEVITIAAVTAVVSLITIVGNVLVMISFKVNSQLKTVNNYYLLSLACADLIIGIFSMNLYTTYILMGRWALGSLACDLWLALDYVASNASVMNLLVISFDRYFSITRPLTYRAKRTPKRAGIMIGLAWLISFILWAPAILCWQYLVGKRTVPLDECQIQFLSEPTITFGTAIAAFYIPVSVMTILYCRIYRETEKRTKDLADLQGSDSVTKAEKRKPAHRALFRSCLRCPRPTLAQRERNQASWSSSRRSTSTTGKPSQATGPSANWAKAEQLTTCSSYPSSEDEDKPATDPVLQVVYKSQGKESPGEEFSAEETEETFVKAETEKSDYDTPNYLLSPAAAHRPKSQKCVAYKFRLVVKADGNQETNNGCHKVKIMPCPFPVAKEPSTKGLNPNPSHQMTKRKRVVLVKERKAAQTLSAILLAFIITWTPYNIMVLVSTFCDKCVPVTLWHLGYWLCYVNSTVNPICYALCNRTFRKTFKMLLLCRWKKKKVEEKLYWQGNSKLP
CRFBP-R2 block: blocks CRF-induced signaling of the CRF-BP/CRF-R2 complex. HEK293 CRF-R2/CRF-BP, CRF-induced calcium fluorescence. inhibition, % at 11.8 µM. actives 0.59% (n = 350,000);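 active = inhibition of the ligand-induced calcium signal above about 50% at the single tested concentration, limit read from the data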
TAAR1 ag: human TAAR1 agonism; AID 624467; CHO RD-HGA16 TAAR1, Fluo-8 calcium fluorescence; vehicle wells 0%, saturating PEA agonist 100%; actives 0.99% (n = 360,000); activation, % at 3 µM;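 active = activation above the mean activation of all test compounds in the run plus 3 SD, cut at about 38% in these data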
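Assay system – CHO-derived RD-HGA16 cells with stable Gα16 and human TAAR1 · Compound dosing – one-point dosing at 3 µM (nominal) · Incubation – 17-24 h seeding, 75 min 37 °C dye, 30 min RT · Measured by – kinetic Fluo-8 calcium fluorescence · Control set – DMSO vehicle as 0%, PEA at EC100 as 100% · Repeats – single well for each compound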
M1 PAM parental: counter-screen for M1 PAMs: effect in parental CHO-K1 cells; AID 602247; actives 0.02% (n = 360,000); activation, % at 3 µM; ATP EC20, Fluo-8 calcium fluorescence; 0% at ATP EC20, 100% at ATP max;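 active = activation above the run cutoff, the mean activation of all test compounds plus 3 SD, cut at about 40% in these data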;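 note: peak over basal fluorescence ratio in a 140 s read after ATP addition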
M4 PAM: positive allosteric modulators of human muscarinic M4 receptor; CHO-K1 hM4/Gqi5, Fluo-8 calcium fluorescence, ACh EC20; 0% = ACh EC20, 100% = maximal ACh; activation, % at 3 µM; actives 0.4% (n = 360,000); P08173; AID 624126;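 active = activation above its plate's cutoff, the mean activation of sample wells plus 3 SD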; note: some results filed as inactive read as strong as hits
CRFBP-R2 agonist: agonists of human CRF-binding protein/CRF-R2 receptor complex | HEK293 CRF-R2/CRF-BP, calcium dye fluorescence (FLIPR); percent of saturating CRF peptide response | activation, % at 13.2 µM | actives 0.46% (n = 350,000) | AID 588473;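 active = activation of at least 50%, plus an integration ratio under a set limit after plate pattern correction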;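 note: plate controls were neutral control wells without compound for no effect and CRF at EC100 for full effect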
M5 PAM: positive allosteric modulators of human muscarinic M5 receptor; CHO-K1 hM5, Fluo-8 calcium, ACh EC20 PAM; 0% = ACh EC20, 100% = ACh EC100; P08912; actives 0.3% (n = 360,000); activation, % at 3 µM; AID 624038;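 active = activation above the run cutoff, the mean activation of all test compounds plus 3 SD, cut at about 18% in these data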
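Assay system – human M5 receptor in CHO-K1 cells · Read-out – % activation, ACh-normalized · Technique – Fluo-8 calcium fluorescence · Dosing – single-point, 3 µM nominal · Incubation – Fluo-8 loading 80 min at 37 °C plus 30 min room temperature · Repeats – singlicate, one well per test compound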
M5 antag: CHRM5 antagonism in calcium assay; P08912; inhibition, % at 3 µM; AID 624040; actives 0.59% (n = 360,000); CHO-hM5 cells, Fluo-8 calcium fluorescence, ACh EC80;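 active = inhibition above a per-plate cutoff, the mean of that plate's test compounds plus 3 SD, cut at about 27% in these data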;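 note: 0% = acetylcholine EC80 with DMSO and 100% = DMSO without agonist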
* hit, by the source's call; . = no result given.

SMILES	TAAR1 antagonist	M5 ag	CRFBP-R2 block	TAAR1 ag	M1 PAM parental	M4 PAM	CRFBP-R2 agonist	M5 PAM	M5 antag
O=C(N/N=C/c1ccc([N+](=O)[O-])o1)c1cn(-c2ccccc2)nc1-c1ccccc1	18	-1	-20	5	25	1	-0.3	0	2
Cc1cc(C)cc(Oc2coc3cc(O)ccc3c2=O)c1	10	-2	9	7	1	-6	-0.1	-8	14
CCC1(CC)Cc2ccccc2-c2nc(CN(C)C)[nH]c(=O)c21	-22	-4	-18	4	-23	0	2.6	0	0
Cc1ccc(NC(=O)CN(C)C(=O)COC(=O)[C@@H](NC(=O)c2ccccc2F)C(C)C)cc1	-8	2	-4	13	-2	3	0.1	-9	-2
Cn1c(=O)oc2cc(S(=O)(=O)NC3CCCCCCC3)ccc21	-9	5	3	10	8	6	-0.6	5	-5
O=c1c(Cl)c(NCC2CCCO2)cnn1C12CC3CC(CC(C3)C1)C2 (stereo not given)	-33	-8	-7	-2	17	3	0.1	12	-1
COc1ccc(-c2c(C(F)(F)F)oc3cc(OCC(=O)Nc4ccccc4C(F)(F)F)ccc3c2=O)cc1OC	-25	-1	-24	3	20	-4	1.5	-3	9
CCOc1ccc(/C(O)=C2\C(=O)C(=O)N(CCOCCO)C2c2ccccc2OC)cc1 (stereo not given)	-19	1	-1	2	12	7	-1.0	2	-4
CC(=O)Nc1ccc(-c2ccnc3c2CC(C)(C(=O)NCc2ccco2)O3)cc1 (stereo not given)	-21	3	.	1	-2	7	.	-1	2
Cc1nc2sc(C(c3ccccc3)N3CCN(c4ccccc4F)CC3)c(O)n2n1 (stereo not given)	5	-2	3	0	22	-4	-0.3	4	0
CCOC(=O)C1CN(S(=O)(=O)c2ccc(C)cc2)C1	-5	-7	5	16	9	2	-1.3	20*	-4
Cc1c(CCCl)c(Cl)n2c(nc3ccccc32)c1C#N	-7	2	0	1	18	9	-2.1	5	15
O=C1CCCc2c1nc(-c1ccc(F)cc1)n2O	-7	4	-10	10	3	20	-1.1	20*	-11
CCC1CCCCN1CCCNC(=O)c1ccc(CS(=O)(=O)c2ccccc2C)o1 (stereo not given)	-8	-9	0	0	0	-10	1.5	-2	15
COc1cccc(CNC(=O)CCC2CCCN(c3cc(C)nc(N4CCCC4)n3)C2)c1 (stereo not given)	-5	-9	-9	1	7	-23	0.1	3	7
CC(=O)C1C(c2ccccc2Cl)NC(=O)NC1(O)C(F)(F)F (stereo not given)	-23	-1	8	2	-11	6	2.9	-7	-7
O=C(NC(Cc1ccccc1)C(=O)O)C1CCCCC1 (stereo not given)	13	1	-1	0	6	-4	0.3	3	-2
CCOc1cc(NC(=O)C2CC2)c(OCC)cc1NC(=O)c1cc(OC)c(OC)c(OC)c1	6	-1	-5	3	2	0	-0.8	-3	6
Cc1nn(Cc2ccc(Cl)cc2)c(C)c1NC(=O)c1noc2c1CCc1ccccc1-2	0	0	8	1	23	-4	3.5	-3	1
N/C(=N\OC(=O)Cc1cccs1)c1ccc([N+](=O)[O-])cc1	-7	-1	26	4	19	0	-0.8	-2	5
Cc1cc(C(=O)CN(Cc2ccc(F)cc2)S(=O)(=O)c2ccc3c(c2)OCCO3)c(C)n1C	17	-2	14	8	17	-3	-0.1	-6	0
CN1CCN(c2ccc3c(c2)OC[C@H](Cc2ccccc2)NS3(=O)=O)CC1	0	0	.	1	13	1	.	-4	1
COc1ccc(-c2noc(C(C)NS(=O)(=O)c3ccc(NC(C)=O)cc3)n2)cc1 (stereo not given)	4	-3	8	0	7	-8	-0.4	-9	24
OC(Cc1cccc(C=NN2CCOCC2)n1)(C(F)(F)F)C(F)(F)F	-22	0	14	3	3	1	15	1	-3
Nc1nonc1-c1nc2ccccc2n1Cc1ccc(F)cc1	0	-6	24	-2	-4	-3	-1.6	-5	-3
C=CCOC(=O)c1ccc(N2CCN(c3ccccc3)CC2)nc1	-1	-4	1	3	-14	-1	2.4	3	7
Cc1ccc(S(=O)(=O)N(C)c2c(C)ccc(S(N)(=O)=O)c2C)cc1	-2	1	-11	12	-6	-4	-2.7	-1	-17
COc1ccc(NC(=O)CNC(=O)Cc2cccc3ccccc23)cc1	11	1	20	0	1	-4	-2.1	-7	7
Cc1cc(N2CCCC2)c(C)cc1C=O	-3	-2	30	21	23	-4	-2.3	2	0
CCN(CC)C(=O)Cn1cnc2sc(C(=O)NCCCN3CCOCC3)c(C)c2c1=O	8	-2	0	1	12	-1	-1.4	-1	13

One compound at a time (already shown). Order of screens: TAAR1 antagonist | M5 ag | CRFBP-R2 block | TAAR1 ag | M1 PAM parental | M4 PAM | CRFBP-R2 agonist | M5 PAM | M5 antag
O=C(NC(Cc1ccccc1)C(=O)O)C1CCCCC1 (stereo not given) as listed: 13 | 1 | -1 | 0 | 6 | -4 | 0.3 | 3 | -2
Cc1ccc(NC(=O)CN(C)C(=O)COC(=O)[C@@H](NC(=O)c2ccccc2F)C(C)C)cc1 as listed: -8 | 2 | -4 | 13 | -2 | 3 | 0.1 | -9 | -2

The listing continues.
SMILES	TAAR1 antagonist	M5 ag	CRFBP-R2 block	TAAR1 ag	M1 PAM parental	M4 PAM	CRFBP-R2 agonist	M5 PAM	M5 antag
COc1ccc2[nH]cc(CCNC(=O)Cn3cc(C)c(=O)[nH]c3=O)c2c1	-20	2	-13	1	29	3	-0.6	5	-13
CC(C)(C)NC(=O)N1CCC(CO)(Cc2ccccc2Cl)CC1	8	2	-32	1	10	-5	5.2	-3	7
CSC1=N/C(=C\c2ccc(C)o2)C(=O)S1	-20	-2	34	-1	12	8	9.5	2	2
O=C(O)CCNc1nc(-c2ccccc2)c2cc(Br)ccc2n1	0	3	-25	4	5	-12	96*	-10	10
CC1c2nc3ccccc3n2C(CC(=O)NCCCN2CCOCC2)C(=O)N1Cc1ccccc1 (stereo not given)	-14	2	-14	1	11	2	-2.8	5	-6
COc1ccc(CN2CCN(C(=O)Cn3ncn4cccc4c3=O)CC2)c(OC)c1OC	-9	0	7	0	11	9	6.1	1	-10
Cn1nc(C(=O)Nc2c(-c3ccccc3)nc3sccn23)c2ccccc2c1=O	4	-4	-24	2	11	-1	0.3	-2	-4
O=C(Nc1ccccc1)Nc1ccc2c(c1)CCC2	-7	0	2	2	-13	-11	-0.6	-10	22
O=C(NNC(=O)C1CCC1)c1ccccc1F	-26	1	0	2	-18	3	-0.7	4	0
CCc1nnc(NC(=O)c2ccc(-c3ccc([N+](=O)[O-])cc3Cl)o2)s1	-10	-3	39	-1	-5	-1	2.0	6	-12
CN(C)S(=O)(=O)c1ccc(C(=O)NCCSc2ccccc2)cc1	18	0	-18	5	20	7	-2.3	1	1
COc1cccc2sc(=NC(=O)CS(=O)(=O)c3ccc(Cl)cc3)n(C)c12	-32	-2	8	0	9	3	0.7	3	9
O=C1C=C(/C=C/c2ccccc2)C[C@@H](c2ccc(F)cc2)C1	26	3	-6	14	19	-2	1.4	-4	5
COc1ccc(CNC(=S)NCc2ccc(Cl)cc2)cc1OC	4	12	5	11	9	-4	1.2	-5	10
CC1=CC(C)(C)NC(=S)N1c1ccc(C)cc1	2	-1	12	0	7	-2	-1.3	2	-5
O=C(NC1CCCCC1)C(c1ccccc1)N1CCC2(CC1)OCCO2 (stereo not given)	0	-10	15	3	24	0	-1.2	5	-7
CCOC(=O)C1Nc2ccc(OC(F)(F)F)cc2C2C=CCC12 (stereo not given)	-10	6	3	0	-1	13	0.6	6	3
CC(=O)Nc1nc2ccccc2n1Cc1ccccc1C	1	2	11	11	3	-2	2.0	-12	-1
CCC1CCCCN1CCCNC(=O)CN1C(=O)COc2ccc(S(=O)(=O)N3CCOCC3)cc21 (stereo not given)	-10	-6	10	-1	-3	4	1.3	5	-4
O=C(NCc1ccc(F)cc1)c1c2c(nc3ccccc13)CCC2	8	-9	7	2	-5	-8	0.1	3	12
COC(=O)c1ccc(NC(=O)CSc2nccn2CCc2ccccc2)cc1	25	-9	7	6	18	-1	-0.6	-23	-3
COc1ccc(NC(=O)c2ccc3c(c2)n(C)c(=O)n3C)cc1	-7	1	5	0	12	-3	-0.5	-4	2
CC(=O)N(c1ccccc1C)c1ccccc1C	-11	4	-2	4	1	7	-1.4	-2	3
COc1ccc(CCNC(=O)C2CCCN2C(=O)Nc2cccc(OC)c2)cc1 (stereo not given)	-6	-2	16	5	25	-5	-1.0	10	-3
COc1ccc(NC(=O)C2CCN(c3cnccn3)CC2)cc1OC	9	-2	4	-4	-6	4	0.5	-7	8
Cc1nonc1NC(=O)c1oc2ccc(F)cc2c1C	-9	-4	8	-1	24	7	-0.9	-1	4
O=C(c1ccccc1Cl)N(Cc1ccccc1F)N1C(=O)CCCC1=O	-25	4	3	3	3	15	-0.3	3	8
Cc1ccc(SCc2ccc(C(=O)Nc3cc([N+](=O)[O-])ccc3C)cc2)cc1	14	0	7	8	6	11	0.9	8	-7
O=C(Nc1ccccc1-c1ccccc1)C12CC3CC(CC(C3)C1)C2	6	0	9	12	-1	-1	0.6	-10	0
O=C(COC(=O)c1nc(Cl)ccc1Cl)NNC(=O)c1cccs1	-3	0	-7	0	3	4	0.9	9	-5
O=C(O)c1cc(Nc2nc(N3CCOCC3)nc(N3CCOCC3)n2)ccc1Cl	-2	0	7	6	-2	3	1.9	-4	2
COc1cc(C)nc(N2CCCC(C(=O)NCC(C)C)C2)n1 (stereo not given)	-2	-7	-9	4	19	8	0.4	-10	-3
CC(C)(C)c1nnc2sc(SCC(O)=C(C#N)c3nc4ccccc4[nH]3)nn2c1=O	-2	4	35	3	8	0	0.8	5	13
COc1ccc(C2N(c3ccc(Cl)cc3)C(=O)C3CCCN32)cc1 (stereo not given)	-17	-1	22	1	16	7	-1.9	3	-9
CC(C)(C)C(=O)Nc1ccc(C(=O)N/N=C/c2ccccc2OC(=O)c2ccc(Cl)cc2)cc1	21	0	13	3	16	-1	7.8	-3	-1
Cc1ccc(C2CC(=O)c3cnc(N4CCc5ccccc5C4)nc3C2)cc1 (stereo not given)	-9	-2	2	1	14	-1	-0.7	1	6
COc1ccc(NC(=O)c2ccccc2NC(=O)C2CC=CCC2C(=O)O)cc1 (stereo not given)	-29	-7	3	2	-28	6	-0.5	-7	15
CCN1CCC(Nc2ccnc3cc(Cl)ccc23)CC1	-15	-4	3	3	-11	7	-1.8	-1	7
CCc1c(C)c2ccc(OC(C)C(=O)NC(Cc3c[nH]c4ccc(O)cc34)C(=O)O)c(C)c2oc1=O (stereo not given)	8	3	1	0	-2	9	-0.9	-2	12
CCN(C(=S)Nc1ccc(Oc2ccccc2)cc1)c1ccccc1	23	0	-10	5	19	2	0.3	0	-1

CRFBP-R2 agonist, entries above that show a hit.
SMILES,M5 ag,CRFBP-R2 block,M4 PAM,CRFBP-R2 agonist,M5 antag
O=C(O)CCNc1nc(-c2ccccc2)c2cc(Br)ccc2n1,3,-25,-12,96*,10

High-throughput results from PubChem BioAssay.
